FAS TE block: FAS thioesterase (human) inhibition; P49327; recombinant FAS-TE, OMFH fluorogenic substrate, fluorescence endpoint; inhibition, % at 15 µM; 360,000 tested, 0.67% active; AID 602261;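 active = compounds whose normalised, plate-corrected inhibition of enzyme fluorescence in the single-dose primary screen is 50% or more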;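 note: 0% = DMSO with enzyme and 100% = substrate without enzyme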
Rin1 Abl inh: blocks binding of human Rin1 to Abl; inhibition, % at 7.35 µM; TR-FRET Rin1/Abl binding, biochemical; P00519+Q13671; 360,000 tested, 0.4% active; in the data active = inhibition above about 5%, passing the limit was not always enough
Neddylation inh: blocks human cullin neddylation; P61081+Q13564; TR-FRET cullin neddylation, biochemical; calls only at 25 µM; 360,000 tested, 0.58% active; in the data active = inhibition above about 36%
TbMetRS inhib: blocks T. brucei methionyl-tRNA synthetase activity; purified T. brucei MetRS, ATP depletion, Kinase-Glo luminescence; 360,000 tested, 0.4% active; inhibition, % at 11.9 µM;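 active = inhibition above a per-plate cutoff of the control wells' mean inhibition plus 3 SD, cut at about 5.5% in these data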;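 note: 0% = DMSO wells median and 100% = median of wells with control inhibitor compound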
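Material: T. brucei methionyl-tRNA synthetase, purified; reagent: substrates ATP, L-methionine and bulk Escherichia coli tRNA; dosing: 11.9 µM single point; timing: 15 min plus 2 h at 25 °C; detection: luminescence of leftover ATP; evaluation: % inhibition; control set: DMSO-only wells as low control; replicates: singlicate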
E coli Lon inh: E. coli protease La inhibition; inhibition, % at 7.94 µM; 360,000 tested, 0.42% active; purified E. coli Lon protease, fluorescence polarization; AID 602123; in the data active = inhibition above about 13%, passing the limit was not always enough;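 note: 0% = enzyme with probe and DMSO and 100% = no enzyme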
bovine MsrA act: activates bovine MsrA enzyme | purified bovine MsrA, absorbance read-out | activation, % at 10.6 µM | 360,000 tested, 0.3% active; in the data active = activation above about 7.5%;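 note: 0% = vehicle and 100% = reference activator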
MsrA inhibitor: inhibitors of bovine MsrA; 360,000 tested, 0.75% active; AID 651718; purified bovine MsrA, absorbance read-out; inhibition, % at 15.5 µM; in the data active = inhibition above about 4.5%;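 note: 0% = vehicle wells with enzyme and 100% = reference inhibitor wells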
CSN inh: blocks human CSN-mediated cullin deneddylation | 360,000 tested, 0.38% active | Purified CSN, SCF-Nedd8-OG deneddylation, fluorescence polarization | Q92905 | inhibition, % at 12.5 µM;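 active = pattern-corrected inhibition above about 35%, with an unprinted fluorescence ratio check between 0.5 and 1.5, limit read from the data, passing the limit was not always enough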;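 note: 0% = enzyme with substrate and 100% = substrate without enzyme; some results filed as inactive read as strong as hits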
Target sequence (Q92905 whole entry, looked up, one chain of several): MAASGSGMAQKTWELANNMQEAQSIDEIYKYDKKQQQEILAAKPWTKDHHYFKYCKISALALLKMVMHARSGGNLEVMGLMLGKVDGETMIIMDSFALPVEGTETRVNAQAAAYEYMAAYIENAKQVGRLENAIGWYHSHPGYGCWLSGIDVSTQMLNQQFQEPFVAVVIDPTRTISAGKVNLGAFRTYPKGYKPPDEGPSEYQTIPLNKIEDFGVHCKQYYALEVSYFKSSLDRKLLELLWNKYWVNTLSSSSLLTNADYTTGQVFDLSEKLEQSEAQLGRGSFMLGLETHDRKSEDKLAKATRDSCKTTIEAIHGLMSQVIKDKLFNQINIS
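Test system: Human Csn5 produced in HEK293T cells | Compound: 12.5 µM single point | Times: 90 min, room temperature | Signal: Fluorescence polarization readout | Read-out basis: % inhibition of substrate cleavage by Csn5 | Controls: no-enzyme wells high, enzyme-with-substrate wells low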
MLLE-PAM2 inh: inhibitors of microRNA-mediated deadenylation, human PABP1 MLLE binding | inhibition, % at 20 µM | 360,000 tested, 0.36% active | GST-MLLE / FITC-PAM2 fluorescence polarization | P11940; in the data active = inhibition above about 35%, passing the limit was not always enough;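 note: plate controls were DMSO wells with GST-MLLE for no effect and wells lacking GST-MLLE protein for full effect; some results filed as inactive read as strong as hits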
Target sequence (P11940 whole entry, looked up): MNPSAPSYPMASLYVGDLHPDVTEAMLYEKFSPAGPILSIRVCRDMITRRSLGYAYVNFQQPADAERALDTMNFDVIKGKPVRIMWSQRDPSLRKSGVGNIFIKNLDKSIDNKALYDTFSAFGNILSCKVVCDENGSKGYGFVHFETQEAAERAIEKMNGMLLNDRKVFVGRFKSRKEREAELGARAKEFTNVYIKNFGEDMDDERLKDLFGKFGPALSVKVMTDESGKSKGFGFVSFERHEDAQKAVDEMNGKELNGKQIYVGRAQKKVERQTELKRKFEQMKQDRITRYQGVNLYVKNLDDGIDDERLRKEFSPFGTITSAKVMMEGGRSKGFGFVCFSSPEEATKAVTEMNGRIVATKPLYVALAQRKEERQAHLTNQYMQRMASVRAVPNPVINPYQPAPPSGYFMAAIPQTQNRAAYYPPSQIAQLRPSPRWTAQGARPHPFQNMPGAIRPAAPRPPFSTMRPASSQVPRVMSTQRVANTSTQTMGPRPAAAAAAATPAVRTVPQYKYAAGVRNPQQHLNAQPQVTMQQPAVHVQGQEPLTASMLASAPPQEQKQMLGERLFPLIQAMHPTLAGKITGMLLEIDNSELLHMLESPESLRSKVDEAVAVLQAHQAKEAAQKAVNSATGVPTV
Starred values were filed as active, the others as inactive; i = inactive; x = no result given.

SMILES	FAS TE block	Rin1 Abl inh	Neddylation inh	TbMetRS inhib	E coli Lon inh	bovine MsrA act	MsrA inhibitor	CSN inh	MLLE-PAM2 inh
O=C(c1ccc(CS(=O)(=O)c2ccc(Br)cc2)o1)N1CCN(C2CCCCC2)CC1	-1.8	-1.6	i	-0.6	5.4	-0.1	0.0	-3.1	13.0
Cc1ccc(S(=O)(=O)N2CCC(C(=O)NCCCN3CCOCC3)CC2)cc1C	-0.7	0.5	i	0.3	-2.5	-2.9	-1.1	-2.9	-7.1
Cc1cccc(OCCCn2c(=O)oc3ccccc32)c1	10.9	1.9	i	-0.3	-6.9	-1.5	0.7	1.9	-4.9
Cn1c(=O)c2cc(NC(=O)NCCc3ccccc3)ccc2n1Cc1ccc(F)cc1	3.1	1.5	x	0.3	-6.2	-1.4	0.7	-4.3	-9.7
Cc1cc(Br)ccc1NC(=O)CNC(=O)c1cnn(C)c1	-8.8	0.8	i	-0.1	10.4	4.6	0.2	-3.1	-23.7
CCCCCNC(=O)C(c1ccc(OC)cc1)n1c(=O)c(-c2ccco2)nc2ccccc21 (centres undefined)	x	x	i	-0.4	x	x	0.9	23.7	x
Cc1ccc2nc(NC(=O)c3ccc(NS(=O)(=O)c4cccs4)cc3)sc2c1	-2.1	-1.0	x	-0.8	-0.5	-5.5	0.1	-3.0	-2.3
Cn1c(N)c(C(=O)COC(=O)CCCN2C(=O)c3ccccc3C2=O)c(=O)n(C)c1=O	-2.1	5.5	i	0.0	-4.9	-6.6	-0.6	5.8	0.3
Cc1ccc(N(Cc2cc3ccc(C)cc3[nH]c2=O)S(C)(=O)=O)c(C)c1	9.3	-4.6	i	-0.5	-8.5	-3.7	1.9	-0.3	-0.9
CC1(C)Oc2ccccc2OC1(O)c1ccc2ccccc2n1 (centres undefined)	-0.7	-5.2	i	-0.5	-3.3	-1.8	0.6	-7.5	-0.5
O=C1OC(=O)c2c(Br)c(Br)c(Br)c(Br)c21	-4.8	-2.3	i	-0.8	-1.6	-3.9	0.1	2.8	-2.1
COc1cc2cc(C(=O)N3CCN(Cc4ccc5c(c4)OCO5)CC3)[nH]c2cc1OC	-14.3	-2.8	x	0.6	-7.6	-2.5	0.9	-5.5	22.4
COc1ccc(CNC(=O)CCc2ccc(S(=O)(=O)N3CCCCCC3)cc2)cc1OC	-4.4	4.2	i	-0.2	-3.8	-4.1	0.0	-5.4	-28.6
CC(C)[C@H](NC(=O)Nc1ccccc1F)C(=O)O	-8.5	-0.6	i	-0.4	0.3	2.0	-0.2	3.8	-2.4
Cc1oc(=O)c(NC(=O)c2ccccc2)cc1C(N)=O	-5.4	-0.8	i	-0.2	0.7	-4.6	1.4	-9.8	-0.3
CCC(C)[C@H](NC(=O)[C@@H]1Cc2c([nH]c3ccccc23)C2c3ccccc3C(=O)N21)C(=O)N1CCC[C@@H]1C(=O)O (some centres undefined)	-2.5	-1.1	i	1.2	8.5	-3.0	1.1	1.9	14.9
CC1(C)OC2CCN3C(C(O)COS3(=O)=O)C2O1 (centres undefined)	-8.0	-1.9	i	0.4	2.7	-8.3	0.9	-1.3	-0.9
O=C1C=C(c2c(O)ccc3ccccc23)c2ccccc2C1=O	11.3	5.8	i	-0.3	33.6	21.4*	-1.0	3.7	-4.3
Fc1cc(F)c(C2SCCN2C(=S)Nc2cccc(C(F)(F)F)c2)c(F)c1 (centres undefined)	41.2	-4.2	i	-0.2	6.0	-0.5	-1.5	0.3	-13.8
CCCn1nnc(NC(=O)c2ccco2)n1	-3.9	-2.1	i	-1.7	-10.5	-10.3	0.4	0.3	3.1
COc1ccc(N2CCN(C(=O)NCc3ccc(OC)c(Cl)c3)CC2)cc1	-5.0	-1.0	i	0.2	5.5	-0.3	0.2	-2.5	-1.2
Cc1ccc(-n2c(C(C)C)nc3oc4ccccc4c(=O)c3c2=O)cc1	-4.2	-2.5	i	-0.2	-8.1	-1.6	-0.8	-0.6	-1.6
CN(C)c1ccc(C2CC(=O)OC3=C2C(=O)CC(C)(C)C3)cc1 (centres undefined)	2.5	5.2	i	-0.8	-1.6	-7.6	0.1	7.2	-11.9
CCN(CC)CCN(C(=O)c1ccc(C(=O)c2ccccc2)cc1)c1nc2c(OC)cccc2s1	24.0	-1.7	i	-0.2	-7.1	-2.1	-0.9	0.0	3.0
Cc1ccc(-n2nc(C)c(NC(=O)CCl)c2C)cc1	-5.4	-2.6	i	2.0	5.1	-3.1	0.5	1.3	3.6
CS(=O)(=O)Nc1ccc(S(=O)(=O)N2CCCCCC2)cc1	-5.1	-0.2	i	-0.5	-0.9	1.1	-0.8	4.0	-0.9
Cc1ccc(S(=O)(=O)N2CCCN(C)c3nc4ccccc4nc32)cc1	12.5	-0.7	i	-0.4	-4.4	-1.2	-0.1	5.1	-16.6
CN(C)C(CNC(=O)Nc1cccc(Cl)c1)c1cccnc1 (centres undefined)	-2.8	0.6	i	0.2	-0.8	1.6	0.6	-0.5	4.4
O=Cc1cn(CC(=O)N2CCCc3ccccc32)c2ccccc12	4.6	0.7	i	-0.4	-20.6	0.4	0.3	-0.8	14.6
O=C(CSc1nc(C2CCCCC2)n(-c2ccccc2)n1)NCCN1C(=O)CSC1=O	4.8	1.1	i	-0.2	-10.0	-3.2	-0.6	4.9	-4.3

Single entries from the results shown:
MLLE-PAM2 inh, O=C(CSc1nc(C2CCCCC2)n(-c2ccccc2)n1)NCCN1C(=O)CSC1=O = -4.3
E coli Lon inh, CN(C)c1ccc(C2CC(=O)OC3=C2C(=O)CC(C)(C)C3)cc1 (centres undefined) = -1.6
Rin1 Abl inh, O=C1C=C(c2c(O)ccc3ccccc23)c2ccccc2C1=O = 5.8
MsrA inhibitor, CCC(C)[C@H](NC(=O)[C@@H]1Cc2c([nH]c3ccccc23)C2c3ccccc3C(=O)N21)C(=O)N1CCC[C@@H]1C(=O)O (some centres undefined) = 1.1
bovine MsrA act, Fc1cc(F)c(C2SCCN2C(=S)Nc2cccc(C(F)(F)F)c2)c(F)c1 (centres undefined) = -0.5
TbMetRS inhib, CC1(C)OC2CCN3C(C(O)COS3(=O)=O)C2O1 (centres undefined) = 0.4

The results go on:
SMILES	FAS TE block	Rin1 Abl inh	Neddylation inh	TbMetRS inhib	E coli Lon inh	bovine MsrA act	MsrA inhibitor	CSN inh	MLLE-PAM2 inh
CCC(C)n1nnc2c(=O)oc3ccccc3c21 (centres undefined)	-7.0	-4.5	i	-0.1	-7.0	3.4	x	5.1	-2.1
COc1ccc(N(C)S(=O)(=O)c2cccc(C(=O)N3CCN(Cc4ccc5c(c4)OCO5)CC3)c2)cc1	10.8	-1.8	i	-0.5	3.9	6.2	-0.8	0.4	7.3
CCOc1ccccc1OCCCC(=O)N1CCN(S(=O)(=O)c2ccc(C)cc2C)CC1	13.8	1.0	i	-0.1	-14.7	-1.0	0.3	-1.2	5.2
N/C(=N\OC(=O)CCC1CCCC1)c1ccccn1	-6.8	-2.9	i	-0.1	2.9	-2.5	0.0	-4.4	9.1
O=C(CN(Cc1ccccc1)S(=O)(=O)c1ccccc1)N/N=C/c1ccc([N+](=O)[O-])cc1	29.0	2.7	i	-0.3	1.8	-5.4	1.8	2.5	2.9
CC1(C)C(=O)Nc2ccccc2N1C(=O)COC(=O)c1cccnc1	-4.4	2.6	i	-0.4	-15.6	-7.5	-1.0	2.4	-4.5
Cc1nc(SCC#N)c2c3c(sc2n1)CCC3	-1.1	1.5	i	-0.6	-5.5	-2.2	-0.6	-4.6	7.5
CCCc1nc2cc(Cl)c([N+](=O)[O-])cc2o1	14.6	2.5	i	0.3	-3.0	-4.9	2.1	0.6	3.0
CC(C)(C)NC(=O)COC(=O)CCC(=O)c1cccs1	-2.9	0.3	i	-0.3	6.8	-2.5	-0.1	0.3	12.0
CC(=O)c1cccc(NC(=O)COC(=O)[C@@H](NC(=O)OCc2ccccc2)C(C)C)c1	7.0	-3.0	i	-0.4	-0.2	-3.2	-0.2	-14.2	-5.6
OCCC1CN(Cc2ccc(F)cc2Cl)CCN1CCc1ccccc1 (centres undefined)	-2.8	3.2	i	-0.9	0.1	-4.0	0.1	0.0	8.2
COc1ccc(C)cc1N(CC(=O)NCCN1CCOCC1)S(=O)(=O)c1ccccc1	-3.4	2.8	i	0.3	-0.8	-1.6	-0.1	4.7	18.7
C=CCNC(=O)C(C)Sc1ccc(Cl)cc1 (centres undefined)	-14.8	-0.1	i	-1.3	-6.8	-10.1	-0.5	2.0	17.6
CCN(CC)C(=O)CN(c1cccc(OC)c1)S(=O)(=O)c1ccc(C)cc1	-4.6	-2.8	i	-0.8	-0.2	-3.2	0.7	0.7	-5.2
O=[N+]([O-])c1ccc(CN2CCSCC2)cc1	0.4	5.9	i	-1.2	-5.9	-7.1	-1.6	1.6	11.6
COc1ccc(N=Nc2ccc(N)nc2N)cc1	-0.3	-5.0	i	-1.2	-13.1	-3.0	-0.2	0.6	3.2
O=C(NCCc1ccc(Cl)cc1)C1CCN(C(=O)c2sccc2-n2cccc2)CC1	2.2	1.2	i	-1.0	3.9	-3.1	2.7	4.0	1.8
CC(CNc1nc2ccccc2n2cnnc12)c1ccccc1 (centres undefined)	2.0	0.3	i	0.6	-88.5	-1.8	1.0	4.1	-8.9
CCOC(=O)C1=CN(Cc2cccc(Br)c2)S(=O)(=O)NC1C (centres undefined)	5.8	-0.5	i	-0.8	-10.4	-3.5	-1.5	2.3	-28.2
O=C(Oc1ccc(-c2ccccc2)cc1)N1CCOCC1	-0.2	4.0	i	0.6	-3.0	1.2	0.6	-2.0	14.0
Cc1cc(Oc2ccc(C(C)(C)C)cc2)nc(N2CCOCC2)n1	11.6	-0.5	i	-0.7	-9.2	-1.6	0.8	8.1	1.9
Cc1ccc(C(=O)NCCCn2ccnc2)cc1C	-2.0	-2.5	i	-0.8	20.6	-9.8	-1.5	1.1	-0.9
CCN(CC)C(=O)C1=C(C)N(CCCN2CCCC2=O)C(=O)C(CC(=O)NCc2ccco2)C1 (centres undefined)	-8.5	-2.7	i	-1.2	2.3	-0.7	0.2	-1.2	7.9
COc1ccc(Cl)cc1NC(=O)CN(C)C(C)C(=O)NCC1CCCCC1 (centres undefined)	6.5	-1.4	i	-0.7	-7.0	1.5	-1.6	-2.9	2.7
Cc1ccc(C(=O)C(OC(=O)CNC(=O)c2ccc(Cl)cc2)c2ccccc2)cc1 (centres undefined)	23.0	-3.0	i	2.3	12.8	-4.7	-0.6	4.6	1.6
CN(CCO)C1=NS(=O)(=O)c2cc([N+](=O)[O-])ccc21	0.1	-1.9	i	0.1	8.7	2.5	1.5	-6.0	11.5
COc1ccc(CCNC(=O)c2cccc3ccccc23)cc1OC	-4.5	1.9	i	-0.3	3.6	3.8	-0.3	-2.6	-12.4
CCCc1ccc(C(O)c2ncc(-c3ccc(C)cc3)[nH]2)cc1 (centres undefined)	-0.6	-2.3	i	-0.4	6.5	-4.8	-0.7	3.5	4.0
COc1ccc2cc(C3CC=C(COC(C)=O)CN3S(=O)(=O)c3ccccc3[N+](=O)[O-])n(C(=O)OC(C)(C)C)c2c1 (centres undefined)	x	x	i	-0.2	x	x	-0.2	0.9	x
COc1ccc(NC(=O)c2cc3cc(OC)ccc3oc2=O)cc1	-0.8	-1.1	i	-0.2	3.3	-2.9	0.6	2.5	-5.1

A second format for some results above:
structure | FAS TE block | Rin1 Abl inh | Neddylation inh | TbMetRS inhib | E coli Lon inh | bovine MsrA act | MsrA inhibitor | CSN inh | MLLE-PAM2 inh
Cc1ccc(C(=O)C(OC(=O)CNC(=O)c2ccc(Cl)cc2)c2ccccc2)cc1 (centres undefined) | 23.0 | -3.0 | i | 2.3 | 12.8 | -4.7 | -0.6 | 4.6 | 1.6
COc1ccc(Cl)cc1NC(=O)CN(C)C(C)C(=O)NCC1CCCCC1 (centres undefined) | 6.5 | -1.4 | i | -0.7 | -7.0 | 1.5 | -1.6 | -2.9 | 2.7

Assay outcomes deposited in PubChem BioAssay by several laboratories.
